# Source: PubChem (several laboratories)
# 14-3-3 Bad PPI: inhibitors of 14-3-3 zeta/Bad binding, primary screen, biochemical, TR-FRET, bovine 14-3-3 zeta; TR-FRET 14-3-3zeta/Dy647-pBad peptide displacement, 1 h; inhibition, % at 21.7 µM; actives 0.71% (n = 220,000);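 active means inhibition above about 70%, limit read from the data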;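 further: 0% = full 14-3-3 plus peptide FRET controls and 100% = background without 14-3-3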
# Target sequence (P63103 whole entry, looked up): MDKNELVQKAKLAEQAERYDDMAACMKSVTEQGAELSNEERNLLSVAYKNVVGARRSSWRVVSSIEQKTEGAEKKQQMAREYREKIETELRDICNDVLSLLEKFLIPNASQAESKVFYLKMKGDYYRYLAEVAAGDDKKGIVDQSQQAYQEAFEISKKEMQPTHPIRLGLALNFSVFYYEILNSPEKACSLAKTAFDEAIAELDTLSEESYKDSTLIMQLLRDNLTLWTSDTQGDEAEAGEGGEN
# hK5 inh: human KLK5 protease inhibitors, primary screen, biochemical, 1536-well; inhibition, % at 5 µM; AID 873, 2007; actives 0.59% (n = 210,000); recombinant hK5, fluorogenic AMC substrate cleavage;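 active means inhibition of 40% or more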;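 further: 0% = enzyme controls without compound and 100% = no-enzyme blanks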
# Target sequence (Q9Y337 67-293 limits assumed): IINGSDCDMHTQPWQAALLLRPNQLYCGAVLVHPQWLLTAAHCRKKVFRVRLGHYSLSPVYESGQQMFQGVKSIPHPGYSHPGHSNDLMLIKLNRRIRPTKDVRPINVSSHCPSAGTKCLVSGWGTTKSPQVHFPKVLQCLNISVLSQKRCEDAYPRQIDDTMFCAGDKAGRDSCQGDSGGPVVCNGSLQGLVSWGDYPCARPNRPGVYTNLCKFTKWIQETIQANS
# FXIa inh 1536: human FXIa protease inhibitors, primary screen, biochemical, 1536-well; Coagulation factor XI (Homo sapiens), P03951; actives 0.14% (n = 220,000); purified FXIa, Boc-Glu-Ala-Arg-AMC fluorogenic substrate; inhibition, % at 5 µM;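 active means inhibition of at least 40%; inactive means inhibition below 40%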;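 further: fluorescence of freed AMC excited at 355 nm; 0% = enzyme without compound and 100% = no enzyme blank; many of its hits are not listed in these tables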
# Runt-SMMHC FRET: inhibitors of RUNX1 Runt–CBFb-SMMHC binding, primary screen, biochemical, FRET, Cerulean-Runt, Venus-CBFb-SMMHC, uHTS. inhibition, % at 20 µM. actives 0.74% (n = 220,000). Cerulean-Runt/Venus-CBFb-SMMHC FRET ratio 530/480, 1 h. AID 1434, 2008;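 active means mean inhibition across duplicate retests at 20 µM reaching about 50%, limit read from the data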;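 further: 0% = DMSO wells and 100% = wells with excess untagged CBFb-SMMHC; inhibitors lower the FRET ratio by blocking Runt binding to CBFb-SMMHC; some results filed as inactive read as strong as hits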
# Thrombin inh: human alpha-thrombin inhibitors, primary screen, counter-screen for coagulation protease inhibitor project, biochemical, 1536-well, fluorogenic AMC substrate; AID 1046, 2008; Boc-VPR-AMC fluorogenic substrate cleavage; Prothrombin (Homo sapiens), P00734; actives 0.26% (n = 220,000); inhibition, % at 5 µM;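 active means inhibition at or above 40%; inactive means inhibition below 40%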;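 further: 0% = enzyme with no compound and 100% = wells without enzyme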
#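 System: human alpha-thrombin protein; Compound dosing: one concentration per compound, 5 µM, with 0.2% DMSO; Timing: reaction at room temperature; Technique: AMC fluorescence, 355/460 nm; Controls: enzyme without compound as high, wells lacking enzyme as low.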
# Wee1 stabilizer: Wee1 degradation inhibitors, primary screen, cell-based, HeLa, Wee1K328M-luciferase, luminescence. HeLa Luc-Wee1K328M stability; 100% = proteasome inhibitor MG132 effect. actives 1.2% (n = 220,000). reporter increase, % at 5 µM. Wee1-like protein kinase (Homo sapiens), P30291. AID 1321, 2008;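 active means activation above the mean of all tested compounds plus 3 SD, set per screening run, cut at about 8.8% in these data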;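 further: cells exposed to compound for 20 h before luminescence read; 0% = DMSO alone and 100% = MG132 at 30 µM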
# FXIIa inh: human FXIIa protease inhibitors, primary screen, biochemical, 1536-well; actives 0.3% (n = 220,000); inhibition, % at 5 µM; purified FXIIa, Boc-QGR-AMC fluorogenic substrate, 2 h; Coagulation factor XII (Homo sapiens), P00748; AID 800, 2007; in the data active means inhibition above about 40%;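 further: 0% = enzyme with no compound and 100% = blank without enzyme; many of its hits are not listed in these tables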
# Hck-Nef inh: inhibitors of Nef-activated human Hck kinase, primary screen, biochemical, Z-Lyte FRET, 384-well, Hck-YEEI. Tyrosine-protein kinase HCK (Homo sapiens), P08631. Recombinant Hck-YEEI plus Nef, Z-Lyte FRET kinase assay. inhibition, % at 20 µM. actives 0.68% (n = 220,000). AID 463187, 2010;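 active means Hck-Nef kinase inhibition above about 50%, limit read from the data; inactive means inhibition below that limit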;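 further: 0% = DMSO with Hck plus Nef and 100% = Hck alone without Nef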
# Target sequence (P08631 whole entry, looked up): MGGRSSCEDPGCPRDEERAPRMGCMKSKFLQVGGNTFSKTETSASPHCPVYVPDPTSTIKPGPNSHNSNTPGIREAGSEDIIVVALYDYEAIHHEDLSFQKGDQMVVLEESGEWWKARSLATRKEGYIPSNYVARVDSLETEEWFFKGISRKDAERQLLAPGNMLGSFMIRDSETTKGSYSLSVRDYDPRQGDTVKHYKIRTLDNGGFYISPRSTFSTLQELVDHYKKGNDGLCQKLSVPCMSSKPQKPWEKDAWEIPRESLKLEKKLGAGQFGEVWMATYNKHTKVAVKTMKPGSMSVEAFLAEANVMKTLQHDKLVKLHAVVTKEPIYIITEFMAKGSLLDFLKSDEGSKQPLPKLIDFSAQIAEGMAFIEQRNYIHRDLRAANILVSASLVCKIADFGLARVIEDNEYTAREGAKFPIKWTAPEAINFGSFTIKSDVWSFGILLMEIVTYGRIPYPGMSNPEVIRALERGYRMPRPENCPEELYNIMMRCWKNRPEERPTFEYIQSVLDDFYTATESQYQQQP
# Runt-CBFb FRET: inhibitors of RUNX1 Runt–CBFb binding, primary screen, biochemical, FRET, Cerulean-Runt, Venus-CBFb, uHTS. AID 1496, 2009. Runt-related transcription factor 1 (Homo sapiens) + Core-binding factor subunit beta …. actives 0.46% (n = 220,000). inhibition, % at 20 µM. Cerulean-Runt/Venus-CBFb FRET ratio 530/480, 1 h;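 active means inhibition over about 50% at 20 µM in the single-dose screen, limit read from the data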;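 further: 0% = DMSO wells and 100% = excess unlabeled CBFb competitor control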
#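 test system = Cerulean-Runt domain fusion protein, energy donor | probe or stimulus = Venus-CBFb binding partner, 100 nM | incubation = two 1 h room-temperature incubations shielded from light | detection = fluorescence energy transfer, 422 nm excitation, 530/480 nm emission | measure = loss of energy transfer signal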
# Numbers without * were called inactive; · = not tested or not shown; [ ] = remark or other dose.
# The first 12 compounds, ahead of the listing:
No.	canonical_smiles	14-3-3 Bad PPI	hK5 inh	FXIa inh 1536	Runt-SMMHC FRET	Thrombin inh	Wee1 stabilizer	FXIIa inh	Hck-Nef inh	Runt-CBFb FRET
1	CCN(CC)CCCNC(=O)Cn1cc2c(n1)CCC(C)C2 (centres undefined)	-5	29	-10	-1	-7	-2	1	-2	1
2	O=C(Nc1ccc(-c2nc3ccccc3[nH]2)cc1)c1ccc(N2C(=O)CCC2=O)cc1	15	-16	8	1	-6	1	6	2	-5
3	Cc1ccc(S(=O)(=O)NCC(=O)N(CCc2ccccc2)CC(=O)NCc2ccco2)cc1	4[fluorescence artefact?]	-6	0	1	8	0	5	-1	-2
4	CC1(C)C(=O)Nc2ccccc2N1C(=O)CN1C(=O)c2ccccc2C1=O	-7[fluorescence artefact?]	-20	3	3	-6	-2	4	2	-3
5	O=C(Nc1cccc(CCc2ccccn2)c1)c1cc(F)c(F)cc1Cl	-3	-11	-2	3	-2	-2	8	5	-3
6	CN(Cc1ccccc1)C(=O)CCSc1nc(-c2ccc3c(c2)OCO3)cc(C(F)(F)F)n1	1	-25	0	0	0	0	3	-4	-7
7	CC(=O)NC1=NN(C(C)=O)C(C)(c2ccc(Br)cc2)S1 (centres undefined)	0	-7	-11	-2	-22	-5	3	6	-4
8	COc1cccc(OC)c1C(=O)Nc1ccc(S(=O)(=O)Nc2cc(C)nc(C)n2)cc1	4	-1	21	-7	3	2	38	-2	1
9	Cc1nc(/N=C(\N)NC(=O)N2c3ccccc3Sc3ccccc32)nc2ccccc12	-14[fluorescence artefact?]	-23	1	0	-3	-2	6	3	-1
10	COc1ccccc1-c1cc(N)n[nH]1	-9	-2	-9	1	-3	-2	4	3	1
11	COc1ccc(/C=N/c2oc(-c3ccccc3)cc2C#N)cc1OC	-9	2	-3	-55	2	-1	7	2	3
12	O=C/C(=C\Nc1ccccn1)c1nc2ccccc2o1	14	-6	8	-5	0	1	15	12	3

# The list itself, previewed entries included:
No.	canonical_smiles	14-3-3 Bad PPI	hK5 inh	FXIa inh 1536	Runt-SMMHC FRET	Thrombin inh	Wee1 stabilizer	FXIIa inh	Hck-Nef inh	Runt-CBFb FRET
1	CCN(CC)CCCNC(=O)Cn1cc2c(n1)CCC(C)C2 (centres undefined)	-5	29	-10	-1	-7	-2	1	-2	1
2	O=C(Nc1ccc(-c2nc3ccccc3[nH]2)cc1)c1ccc(N2C(=O)CCC2=O)cc1	15	-16	8	1	-6	1	6	2	-5
3	Cc1ccc(S(=O)(=O)NCC(=O)N(CCc2ccccc2)CC(=O)NCc2ccco2)cc1	4[fluorescence artefact?]	-6	0	1	8	0	5	-1	-2
4	CC1(C)C(=O)Nc2ccccc2N1C(=O)CN1C(=O)c2ccccc2C1=O	-7[fluorescence artefact?]	-20	3	3	-6	-2	4	2	-3
5	O=C(Nc1cccc(CCc2ccccn2)c1)c1cc(F)c(F)cc1Cl	-3	-11	-2	3	-2	-2	8	5	-3
6	CN(Cc1ccccc1)C(=O)CCSc1nc(-c2ccc3c(c2)OCO3)cc(C(F)(F)F)n1	1	-25	0	0	0	0	3	-4	-7
7	CC(=O)NC1=NN(C(C)=O)C(C)(c2ccc(Br)cc2)S1 (centres undefined)	0	-7	-11	-2	-22	-5	3	6	-4
8	COc1cccc(OC)c1C(=O)Nc1ccc(S(=O)(=O)Nc2cc(C)nc(C)n2)cc1	4	-1	21	-7	3	2	38	-2	1
9	Cc1nc(/N=C(\N)NC(=O)N2c3ccccc3Sc3ccccc32)nc2ccccc12	-14[fluorescence artefact?]	-23	1	0	-3	-2	6	3	-1
10	COc1ccccc1-c1cc(N)n[nH]1	-9	-2	-9	1	-3	-2	4	3	1
11	COc1ccc(/C=N/c2oc(-c3ccccc3)cc2C#N)cc1OC	-9	2	-3	-55	2	-1	7	2	3
12	O=C/C(=C\Nc1ccccn1)c1nc2ccccc2o1	14	-6	8	-5	0	1	15	12	3
13	CCOC(=O)CNc1cccc(C(F)(F)F)c1	-4	-4	-8	-2	-3	-1	1	-20	1
14	Cc1ccc(NC2c3ncccc3C(=O)N2Cc2cccs2)cc1C (centres undefined)	52	-5	2	-1	·	-1	4	12	-4
15	O=C(CN(c1ccccn1)S(=O)(=O)c1ccccc1)Nc1ccccc1	-2	3	-2	-1	0	3	7	20	-1
16	Brc1ccc(CSc2ncn[nH]2)cc1	-2	-4	-7	-1	-3	-1	10	2	0
17	CN(C)c1ccc(C(=O)c2ccccc2C(=O)O)c(O)c1	-10[fluorescence artefact?]	19	19	-9	18	3	21	-8	-1
18	Cc1ccc(S(=O)(=O)N2CCC(C(=O)N[C@@H](C)C(=O)Nc3ccc4c(c3)OCO4)CC2)cc1	6	0	-3	-4	-6	0	4	1	-1
19	COc1cc(SC)ccc1C(=O)Nc1ccon1	-7	1	-2	-3	-2	2	6	-1	1
20	O=C(CSc1nnc(CCc2nc3ccccc3[nH]2)n1-c1ccccc1)NCc1ccccc1	-14	33	-1	-3	37	1	11	9	-6
21	COc1ccccc1C(=O)Nc1ncc2c(n1)CC(c1ccco1)CC2=O (centres undefined)	2	-28	-7	3	7	-1	4	3	12
22	Cc1ccc(S(=O)(=O)N2c3ccccc3CC2C)cc1 (centres undefined)	8	-11	1	2	5	2	3	-10	-1
23	COc1ccc(-n2nnnc2SCC(=O)N2CCCc3ccccc32)cc1OC	-7	-2	5	2	2	0	11	-5	-1
24	COc1ccc(Br)cc1C(=O)O	10	-23	8	2	3	0	4	-18	0
25	Cc1cc(-n2c(SCC(=O)NCc3cccs3)nc3n[nH]c(C)c3c2=N)ccc1Cl	-7[fluorescence artefact?]	2	-3	-4	-2	-2	3	-1	-7
26	CCNC(=O)c1ccccc1NC(=O)c1cccc(S(=O)(=O)N2CCC(C)CC2)c1	-2[fluorescence artefact?]	-5	-7	1	-6	0	1	0	-3
27	CCn1nnc(-c2ccccc2NS(=O)(=O)c2ccc(S(=O)(=O)N3CCCCCC3)cc2)n1	12	-9	1	3	4	-3	17	-1	0
28	CCOCCOC(=O)c1cccc(NC(=O)OCC)c1	10	-1	4	-3	0	1	16	2	-1
29	Cc1ccc(-n2c(CNc3ccc(F)cc3)nnc2SCC(=O)N2CCOCC2)cc1	-8	-9	1	0	2	-1	13	-6	-1
30	COCCSc1ccccc1C(=O)Nc1cc(C)cc(C)c1	-3	5	0	0	2	0	9	15	-1
31	CCc1oc2c(C)c(O)ccc2c(=O)c1-c1ccc2ccccc2n1	-13	20	-8	-5	-5	1	15	-1	-5
32	Cc1ccc(O)c(C(=O)c2cnn(C(=O)COc3ccccc3C#N)c2)c1	31	1	5	2	3	1	8	41	2
33	O=C(Cn1nnc2ccccc2c1=O)N1CCOCC1	-22	5	-3	1	-16	-2	6	22	2
34	O=C1OC(Nc2ccc(F)cc2F)c2ccccc21 (centres undefined)	-16[fluorescence artefact?]	-21	2	2	-8	0	5	-1	1
35	Cc1cc(OC(=O)c2c(F)cc(F)cc2F)nc(C)n1	10	-7	3	2	-7	-3	13	18	-1
36	CNC(=O)c1nc(C)c(C2(C)CC(c3cccc([N+](=O)[O-])c3)=NO2)s1 (centres undefined)	2	0	0	1	-2	·	8	26	0
37	CS(=O)(=O)N1CCN(S(=O)(=O)c2ccccc2[N+](=O)[O-])CC1	-8	3	1	2	-2	-1	9	17	0
38	COc1cc2[nH]c(=O)n(CCCCCC(=O)N3CCN(c4ccccn4)CC3)c(=O)c2cc1OC	-2	-16	2	-7	0	1	13	6	2
39	CC1=NN(S(=O)(=O)c2ccc(Cl)cc2Cl)C(=O)c2ccccc2O1	-4	2	3	0	2	-1	14	24	-2
40	O=C(O)c1cccc(NC(=S)NC(NC(=O)c2cccc([N+](=O)[O-])c2)C(Cl)(Cl)Cl)c1 (centres undefined)	27	-2	-2	-1	-4	-2	6	23	3
41	CCC(CC)C(=O)c1c[nH]c(C(=O)NCC2CCCO2)c1 (centres undefined)	7	-28	-3	0	-6	0	6	0	-3
42	Brc1ccc(C2=Nn3c(Cn4nnc5ccccc54)nnc3SC2)cc1	2	-4	6	-5	-3	0	4	9	17
43	COc1ccc(CCNC(=O)CN2C(=O)c3ccccc3C2=O)cc1	-14	16	1	-2	1	1	10	-2	0
44	COCCN(C(=O)CSc1nnc(C)n1Cc1ccccc1)c1c(N)n(Cc2ccccc2)c(=O)[nH]c1=O	-5	-2	-2	-4	-5	1	4	17	0
45	CCOC(=O)c1ccccc1NC1CC(=O)N(c2ccccc2C)C1=O (centres undefined)	9	-53	-10	1	-5	-3	3	2	-1
46	CCOC(=O)/C(C#N)=C\C1=C(N2CCCC2)CC(C)(C)OC1	1	-10	2	10	-3	2	2	4	6
47	O=C(CSc1nnc(-c2ccccc2)o1)Nn1cnnc1	8[fluorescence artefact?]	-5	3	-3	3	1	7	-1	-2
48	CC(C)=NNc1nc2c(c(=O)[nH]c(=O)n2C)n1CCc1ccccc1	-12	3	-8	-2	-7	3	2	19	0
49	Cc1cnc(NC(=O)c2cncc(Br)c2)s1	-18	-4	6	4	-3	-2	5	20	0
50	CCCc1ccc(-c2cc(N)n[nH]2)cc1	-2	-10	0	-4	-1	0	7	-21	0
51	COc1cccc(-n2c(CN3CCN(Cc4ccccc4)CC3)nc3ccc([N+](=O)[O-])cc3c2=O)c1	-12	-20	-1	1	-14	0	6	3	1
52	CCOC(=O)C1NN=C(C(=O)c2ccccc2)C1c1ccccc1 (centres undefined)	11	-3	2	-4	-7	-1	6	3	-2
53	Cc1ccc2[nH]c(-c3cccc(F)c3)cc(=O)c2c1	7	-10	6	0	-2	5	12	-2	-2
